# Screening data (PubChem BioAssay)
# D3 antag – antagonists of human D3 dopamine receptor | P35462 | D3R cells, DiscoveRx beta-arrestin luminescence, antagonist mode; hits give low values | max response, negative = inhibition, % | 360,000 tested, 2.5% active | AID 652054; in the data active means max response below about -50%; inconclusive means no clear call, values can overlap the other calls; further: on the % scale 0 is the no-effect control and ±100 the full control effect; mostly tested at two doses, the higher about 12 µM
#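 Cells plated overnight at 1500 cells/well, then exposed to library compounds with dopamine controls for 90 minutes at 37 degrees C. DiscoveRx reagent added for 30–60 minutes at room temperature; luminescence read, quantitative HTS format.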
# D3 ag – agonists of human D3 dopamine receptor; P35462; D3R DiscoveRx beta-arrestin cells, luminescence, 90 min; max activation, %; 410,000 tested, 0.58% active; in the data active means max activation above about 30%; further: 0% is about no effect; mostly tested at two doses, the higher about 12 µM
#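 Cells at 1500/well, incubated overnight, then treated with pinned compounds (dopamine as control) for 90 min at 37 degrees C. DiscoveRx reagent added for 30 - 60 minutes at room temperature; luminescence read.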
# PI5P4K alpha inh – PI5P4K alpha (human) kinase inhibition; P48426; AID 652105; PI5P4Kalpha enzyme, ADP-Glo luminescence, 60 min; hits give low values; max response, %; 330,000 tested, 1.2% active; active means max response of -50% or lower; inconclusive means between -30% and -50%; inactive means -30% or higher; further: value at the top dose of about 77 µM; on the % scale 0 is the no-effect control and ±100 the full control effect
# Target sequence (P48426 whole entry, looked up): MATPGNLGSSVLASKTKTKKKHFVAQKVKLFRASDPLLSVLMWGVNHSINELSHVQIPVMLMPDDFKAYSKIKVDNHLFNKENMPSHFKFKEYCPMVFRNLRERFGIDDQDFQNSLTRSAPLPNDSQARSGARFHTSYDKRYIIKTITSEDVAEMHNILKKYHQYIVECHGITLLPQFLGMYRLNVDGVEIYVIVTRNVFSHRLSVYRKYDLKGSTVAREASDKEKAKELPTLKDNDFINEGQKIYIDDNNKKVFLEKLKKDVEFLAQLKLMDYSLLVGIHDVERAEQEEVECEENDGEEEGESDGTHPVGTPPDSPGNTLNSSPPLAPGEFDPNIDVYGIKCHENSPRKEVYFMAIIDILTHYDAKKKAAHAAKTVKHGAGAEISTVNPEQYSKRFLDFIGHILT
#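 qHTS, 1536-well: enzyme/substrate mix, compound by pin tool, 5 microM ATP final; RT 60 min; ADP-Glo reagents 1 (45 min) then 2 (30 min); luminescence.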
# GLP1R cytotox – cytotoxicity in counter-screen for GLP-1R inverse agonists; HEK293 cAMP-luciferase reporter cells, luminescence, 24 h; Potency, µM (series often up to 38.3 µM), inactives show top-dose activity change, negative = inhibition, actives largely listed as inhibitors; AID 624418; 410,000 tested, 0.13% active;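 further: loss of luciferase light is scored as toxicity; potency means the concentration at half of the fitted maximal effect; on the % scale 0 is the no-effect control and ±100 the full control effect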
#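 Seeding density was 200 cells/uL; after overnight-length (12 h) culture, 23 nL compounds went on for 24 h at 37 °C. Readout used a luciferase detection reagent, luminescence taken after 12 min at room temperature.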
# GLP-1R inv ag – acts as inverse agonist at human GLP-1 receptor; HEK293 GLP-1R CRE-luciferase, luminescence, 24 h; GLP-1R form is constitutively active; Potency, µM (series often up to 38.3 µM), for inactives: top-dose activity change, negative = inhibition, usual class: inhibitors; 410,000 tested, 1.6% active; AID 624417; further: potency means the concentration at half of the fitted maximal effect; on the % scale 0 is the no-effect control and ±100 the full control effect; nearly all actives have a fitted effect of over 55% in size
# Target sequence (P43220 whole entry, looked up): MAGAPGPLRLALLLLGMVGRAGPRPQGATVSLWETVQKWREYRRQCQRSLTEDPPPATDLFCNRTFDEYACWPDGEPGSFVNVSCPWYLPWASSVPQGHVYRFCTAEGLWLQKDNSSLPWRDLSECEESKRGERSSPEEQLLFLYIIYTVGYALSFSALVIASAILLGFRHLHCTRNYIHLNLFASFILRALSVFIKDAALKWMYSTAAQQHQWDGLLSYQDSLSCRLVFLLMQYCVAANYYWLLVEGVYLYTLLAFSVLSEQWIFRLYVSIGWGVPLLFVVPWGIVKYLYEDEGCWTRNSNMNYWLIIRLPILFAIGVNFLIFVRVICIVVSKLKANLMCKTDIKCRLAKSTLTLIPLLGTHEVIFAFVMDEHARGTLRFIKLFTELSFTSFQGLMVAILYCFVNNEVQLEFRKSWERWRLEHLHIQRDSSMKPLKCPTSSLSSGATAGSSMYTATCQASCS
#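 Seeding at 200 cells/uL, 12 h culture, 24 hr compound treatment, then luciferase reagent and a luminescence read; cells are HEK293 stably expressing a constitutively active GLP-1R plus cAMP-responsive luciferase.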
# WRN inhibitor – inhibitors of human WRN helicase. Q14191. WRN helicase unwinding, fluorescent forked duplex, kinetic. Potency, µM (top dose mostly 114 µM), for the others: at the top dose activity change, negative = inhibition, actives largely listed as inhibitors. 360,000 tested, 0.46% active. AID 651768; further: potency means the concentration at half of the fitted maximal effect; on the % scale 0 is the no-effect control and ±100 the full control effect; nearly all actives have a fitted effect of over 55% in size
#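 WRN at 20 nM final was preincubated with compound for 15 min at room temperature; reaction started with 100 nM forked duplex oligonucleotide carrying fluorophore and quencher plus 2 mM ATP (final). Unwinding followed kinetically by red fluorescence (ex 525/em 598 nm).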
# GLP-1R agonist – agonists of human GLP-1 receptor | P43220 | HEK293 GLP-1R CRE-luciferase, luminescence, 4-6 h; cells express a hypersensitive GLP-1R form | Potency, µM (highest dose often 45.6 µM), without a hit: top-dose activation, usual class: activators | 380,000 tested, 0.007% active; further: potency means the concentration at half of the fitted maximal effect; % of control where 0% means no effect
# IL2 activator – activators of IL-2 | IL-2 activation reporter assay, cell-based qHTS; stimulated with anti-CD3/CD4/CD28 beads; in transgenic mouse T cells | activation, % (series mostly up to about 46 µM) | 360,000 tested, 0.065% active | AID 652025; in the data active means activation above about 50%; inconclusive means mostly about 30% to 49%; further: 0% is about no effect
#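 First, unstimulated transgenic mouse T cells were exposed to compound for 60 min. Next, anti-CD3/anti-CD4-coated beads with anti-CD28 were added. Finally, after 18 h at 37 degrees C, EGFP and DsRed were imaged.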
# PLK1 PBD block – inhibitors of human PLK1 polo-box domain binding | P53350 | Plk1 PBD binding of FITC phosphopeptide, fluorescence polarization | Potency, µM, without a hit: max response, negative = inhibition, actives largely listed as inhibitors | 360,000 tested, 2.8% active; further: potency means the concentration at half of the fitted maximal effect; series mostly up to about 57 µM; on the % scale 0 is the no-effect control and ±100 the full control effect; nearly all actives have a fitted effect of over 65% in size
# * hit, by the source's call; ? = inconclusive; . = no result given; & = joins results of further samples; [ ] = remark or other dose. Unless noted, the call rests on the fitted dose curve; in most records, active means well fitted curve in the direction sought with a large enough effect; inconclusive means small, poorly fitted or top-dose-only effect, or another doubt; inactive means no such curve, though single readings can be large; an effect the other way counts as inactive or inconclusive.
SMILES,D3 antag,D3 ag,PI5P4K alpha inh,GLP1R cytotox,GLP-1R inv ag,WRN inhibitor,GLP-1R agonist,IL2 activator,PLK1 PBD block
COc1ccc(C(=O)CCC(=O)NCCc2c[nH]c3ccccc23)cc1OC,0,2,-5,-3%,30%,-4%,21%,-0.3,1%
OCCCc1nc2n(n1)C(c1ccccc1Cl)C=C(c1cccs1)N2 (configuration not stated),-6,-4,.,.,15%,-16%,-3%,3.3,9%
Cc1ccc(NC(=O)C2CCCN(S(=O)(=O)c3cnc[nH]3)C2)cc1F (configuration not stated),-14,-6,-10,3%,-20%,5%,-2%,1.6,-9%
COc1ccc(C(=O)Nc2cccc(C(C)=O)c2)cc1S(=O)(=O)N1CCOCC1,?,-3,9,-2%,42%[activator],3%,2%,2.3,-4%
O=C(NCc1cccc(Cl)c1)C1Cc2c(-c3ccccc3)ccnc2O1 (configuration not stated),8,-6,-13,0%,-20%,-9%,-5%,0.5,-3%
CCC1(c2ccc(F)cc2)NC(=O)N(CC(=O)N2CCN(C(=O)c3ccco3)CC2)C1=O (configuration not stated),1,2,3,-6%,-9%,-3%,-4%,-0.2,1%
COc1ccc(-n2c(-c3ccc(Br)cc3)c[n+]3c2CCC3)cc1,-17,-19,0,-11%,?,0%,-2%,0.0,-2%
CCN(CC)C(=O)CSc1nc2sc(C)c(C)c2c(=O)[nH]1,-24,1,0,0%,14%,-14%,4%,0.3,-14%
CN(C)CCCn1c(N)c(C#N)c2nc(C#N)c(C#N)nc21,5,0,1,122%[activator],?,9%,-6%,-0.3,-3%
ON1C2CCCCC2N(O)C1c1ccccc1C(F)(F)F (configuration not stated),-16,2,1,-4%,1%,-1%,-11%,0.3,-2%
Cn1c(-c2cnn(-c3ccccc3)c2-n2cccc2)n[nH]c1=S,-2,1,-6,-2%,2%,1%,-1%,-0.5,-4%
O=[N+]([O-])c1ccc(/C=N/n2cn[nH]c2=S)cc1,?,-4,0,3%,10%,-11%,3%,-0.2,-8%
CCc1ccc(CNC(=O)C2CCCN(c3nn4c(=O)cc(C)nc4s3)C2)cc1 (configuration not stated),-3,-5,0,-11%,-11%,2%,-1%,-2.7,-6%
N#CN/C(=N\S(=O)(=O)c1ccccc1)c1ccccc1,9,-1,0,-10%,15%,1%,-3%,-2.0,-1%
COc1ccc(C(=O)NC2CC3CCCC(C2)N3Cc2ccccc2)cc1OC (configuration not stated),-94*,-25,-7,-5%,2%,5%,1%,1.0,-13%
O=C(NCC1CCCO1)C1CCC(=O)N1Cc1ccccc1Cl (configuration not stated),-10,1,7,67%[activator],11%,10%,1%,1.0,-8%
COc1cccc(Nc2sc(C(=O)c3ccc4c(c3)OCO4)c(N)c2S(=O)(=O)c2ccccc2)c1,.,-10,.,17%,-14%,.,9%,.,.
Cc1nnc(NC(=O)CSc2nccn2Cc2ccccc2)s1,0,-4&5,-7,-4%&-4%,1%&-7%,-9%,-1%&5%,-2.8,0%
CCOC(=O)c1ccc(NC(=O)c2nc[nH]c2C(=O)N(CC)CC)cc1,-9,5,2,2%,2%,8%,-5%,-0.2,-14%
CCOc1ccc(NC(=S)NC(=O)/C=C/c2ccc(OC)c(OC)c2)c([N+](=O)[O-])c1,-3,-1,-10,-24%,0%,-2%,4%,1.4,?
O=C(CN1CCN(c2ccccc2F)CC1)c1ccc2c(c1)OCO2,-10,-15,10,-24%,-26%,-5%,-6%,1.2,-9%
COc1ccc(S(=O)(=O)NCCC(=O)NC2CCCCCCC2)cc1,-17,-5,.,-10%,?,8%,0%,-1.9,-2%
Cc1cccc(NC(=O)c2cccc(S(=O)(=O)N3CCc4ccccc4C3)c2)n1,-7,1,14,12%,?,-8%,-4%,-0.8,-5%
CC(=O)c1ccc(OCCCC(=O)NCCc2ccc(C(F)(F)F)cc2)cc1,?,-13,2,-5%,-3%,5%,10%,2.1,-3%
CCN(CC)S(=O)(=O)c1ccc(N=NC2=C(O)CC(C)(C)CC2=O)cc1,-1,-17,1,4%,40%[activator],0%,-1%,2.4,-8%
CCC(=O)NCc1ccc2[nH]c(C)cc2c1,9,6,5,2%,13%,-2%,3%,-0.4,-5%
COCCCNc1oc(-c2cccs2)nc1S(=O)(=O)c1ccc(C)cc1,-28,-8,7,0%,10%,-4%,8%,-1.3,-5%
Cc1nnc(SC(C)C(=O)NC2CCCCC2)[nH]c1=O (configuration not stated),7,2,-1,-20%,13%,-10%,8%,-2.2,27µM*
COC(=O)c1ccc(N=CC2=C(O)CC(c3ccccc3)CC2=O)cc1 (configuration not stated),-12,-4,4,7%,-6%,-27%,-8%,0.9,-9%
O=C(O)c1cc(S(=O)(=O)N(Cc2ccccc2)c2ccc(Cl)cc2)ccc1Cl,-11,16,4,15%,?,-9%,-4%,-1.8,?
O=c1c(Cl)c(N2CCN(S(=O)(=O)c3ccccc3)CC2)cnn1-c1ccccc1,-16,-21,-2,4%,1%,5%,-4%,-2.7,-18%
Cc1cccc(Nc2nc(OCC#N)nc(N(C)C)n2)c1,17,5,0,-2%,62%[activator],2%,-4%,-2.1,-2%
Cc1ccc(NS(=O)(=O)c2cccc(C(=O)NC3CC3)c2)c(C)c1,6,-8,3,5%,-5%,-14%,-1%,-0.4,-11%
Cc1csc(Nc2ccc(Cl)cc2)n1,11,5,0,-9%[7.66 µM],19%[7.66 µM],-4%,1%,-0.5,-11%
COc1ccc(CNc2ccc3c(c2)CCC3)cc1Br,1,-5,2,4%,13%,15%,13%,1.6,5%
FC(F)(F)c1cccc(NC(=S)N2CCN(c3cccc(C(F)(F)F)c3)CC2)c1,-21,-7,9,-26%,?,-6%,-18%,-0.9,-8%
CCCOC(=O)c1ccc(NC(=O)COC(=O)C2CCN(c3ccc(C(F)(F)F)cn3)CC2)cc1,1,-15,15,26%,17%,-7%,-4%,0.0,6%
COc1ccc(NC(=O)CN(c2ccc(Cl)cc2)S(C)(=O)=O)cc1OC,4,2,2,-8%,24%,-3%,3%,0.2,-1%
Cc1ccc(C(=O)NNc2ncnc3ccccc23)cc1,0,-9,9,0%,32%[activator],-9%,11%,2.7,-14%
CSCC[C@H](NC(=O)Nc1ccc(C)cc1)C(=O)O,3,2,.,-14%,7%,-6%[57.1 µM],-1%,-3.9,0%
Cc1ccc(C(=O)N2CCN(S(=O)(=O)N3CCCCC3)CC2)cc1,20,5,-3,3%,3%,-5%,-5%,1.6,-1%
Cc1ccc(S(=O)(=O)NCCCC(=O)O)cc1,11,17,2,5%,8%,5%,7%,-0.6,-8%
COc1ccc(C2CC(=O)Nc3c2c(=O)nc2c(C)cccn32)cc1 (configuration not stated),.,8,.,2%,-2%,.,-4%,.,.
CC(=O)Nc1cc(-c2ccccc2F)cn2c(-c3ccccc3)cnc12,26,2,-27,-11%,?,-15%,?,0.6,-7%
COc1ccc(CNC(=O)C/C(C)=N/NC(=O)COc2ccc(C)cc2Br)cc1,6,-6,3,-22%,?,-12%,17%,-0.7,?
Cn1c(=O)c2ncn(CC(=O)Nc3cc(C(F)(F)F)ccc3N3CCOCC3)c2n(C)c1=O,18,-10,.,12%,1%,2%,4%,1.2,-7%
CCCCCN=C(C)c1c(O)c2ccccc2oc1=O,43,1,6,-2%,34%[activator],-17%,18%,0.0,-1%
CCOc1ccc2nc(NC3=NC(c4ccc(OC)cc4)CC(=O)N3)nc(C)c2c1 (configuration not stated),-3,9,.,?,89%[activator],50µM*,21%,-2.1,-3%
Cn1c(=O)c2c(O)c(Cc3ccccc3)c(=O)n(C)c2n(C)c1=O,-7,-3,-9,-4%,27%,-11%,10%,-1.0,-2%
COc1ccc(OC)c(NC(=O)Nc2nc(CN)cs2)c1,6,-1,13,1%,-13%,-13%,13%,-0.7,-1%
Cc1ccnc(NC(=O)CNC(=O)c2ccc(Br)o2)c1,-2,0,-5,-4%,27%,5%,5%,-0.8,-15%
CNc1c([N+](=O)[O-])cnn1-c1ccc(C)cc1,0,3,-1,-4%,0%,15%,-1%,-3.9,-8%
CCOc1ccc(C2NC(=O)Cc3cc(OC)c(OC)cc32)cc1 (configuration not stated),55,10,0,10%,96%[activator],8%,18%,0.8,-9%
O=C(CSc1n[nH]c(-c2ccccc2)n1)NCc1cccc(C(=O)O)c1,-15,-5,-10,10%,9%,-12%,-1%,-1.1,-11%
COc1ccccc1NC(=O)Cc1noc(CSc2nnc(N)s2)n1,-25,-2,?,12%,-15%,-29%[57.1 µM],-20%,-0.6,-4%
C=C1c2cc(OC)ccc2NC(=O)N1CC,8,0,-6,-12%,59%[activator],-6%,31%,-2.4,-6%
CC1(C)C2CCC1(CS(=O)(=O)Nc1ccccc1)C(=O)C2 (configuration not stated),0,-18,-5,-8%,8%,1%[57.1 µM],9%,-2.0,-10%
O=C(Nc1cc(Cl)ccc1O)c1cc2n(n1)C(C(F)(F)F)CC(c1ccc3c(c1)OCO3)N2 (configuration not stated),-16,4,-16,-17%,?,-10%,-25%,0.0,0%
Cc1ccc(CNC(=O)C(C)C2Sc3ccccc3NC2=O)cc1 (configuration not stated),-5,-12,-4,1%,?,11%,4%,-5.5,-1%
Cc1onc(-c2ccccc2)c1C(=O)OCC(=O)Nc1cccc(Cl)c1,5,2,20,-5%,?,-5%,-4%,-0.5,3%

# Results in GLP-1R inv ag, WRN inhibitor and D3 ag, for some of the entries so far:
SMILES	GLP-1R inv ag	WRN inhibitor	D3 ag
CCOc1ccc(C2NC(=O)Cc3cc(OC)c(OC)cc32)cc1 (configuration not stated)	96%[activator]	8%	10
O=C(CSc1n[nH]c(-c2ccccc2)n1)NCc1cccc(C(=O)O)c1	9%	-12%	-5
